High-throughput results from PubChem.
Tn7 DDE FP: disrupts Tn7 cyclic peptide binding to fibrin D-Dimer-E complex | hit rate 0.13% among 370,000 | inhibition, % at 8.3 µM | FP displacement of FITC-Tn7 peptide from fibrin DD(E); 0% = median of compound wells per plate;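 active = inhibition above the mean of compounds falling within the control limits plus 3 SD of them, cut at about 14% in these data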;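 also: 0% = plate median of compound wells and 100% = 10 µM Aha-Tn7 peptide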
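Assay system: Human clot-derived fibrin DD(E) complex | Buffer or medium: Tris/NaCl/CaCl2 buffer, pH 7.8 | Repeats: One replicate per compound | Benchmarks: Aha-Tn7 high control | Measure: % inhibition scaled between sample-field median and high-control FP | Schedule: 10 min plus 3 h, room temperature | Signal: Fluorescence polarization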
SIAE primary: inhibitors of human sialic acid acetylesterase SIAE; inhibition, % at 9.66 µM; AID 1053197; SIAE FP-Rh probe binding, fluorescence polarization; Q9HAT2; hit rate 0.69% among 370,000;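 active = inhibition above a cutoff: mean of compounds within the control limits plus 3 SD of those, cut at about 17% in these data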;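 also: 0% = plate median of compound wells and 100% = probe without SIAE protein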
DDE Tn6 FP inh: inhibitors of Tn6 peptide binding to human fibrin DD(E). hit rate 0.21% among 370,000. Fibrin DD(E) TRITC-Tn6 fluorescence polarization displacement. inhibition, % at 8.3 µM;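 active = inhibition above a per-campaign cutoff: mean of compounds within control limits plus 3 SD, cut at about 15% in these data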;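 also: 0% = median of all compound wells on the plate and 100% = blocking peptide control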
MBD2 inh: inhibitors of human MBD2 binding to methylated oligonucleotide. TR-FRET. inhibition, % at 4.4 µM. Q9UBB5. hit rate 0.31% among 370,000; in the data active = inhibition above about 13%
TDP2 absorb: TDP2 (human) inhibition, absorbance primary screen | O95551 | recombinant TDP2, T5PNP hydrolysis, p-nitrophenol absorbance 415 nm | inhibition, % at 12.8 µM | hit rate 0.34% among 370,000 | AID 720702;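 active = inhibition above the mean of all tested compounds plus 3 SD, set per campaign, cut at about 25% in these data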;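 also: 0% = DMSO with enzyme and 100% = buffer with substrate but no TDP2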
Target sequence (O95551 whole entry, looked up): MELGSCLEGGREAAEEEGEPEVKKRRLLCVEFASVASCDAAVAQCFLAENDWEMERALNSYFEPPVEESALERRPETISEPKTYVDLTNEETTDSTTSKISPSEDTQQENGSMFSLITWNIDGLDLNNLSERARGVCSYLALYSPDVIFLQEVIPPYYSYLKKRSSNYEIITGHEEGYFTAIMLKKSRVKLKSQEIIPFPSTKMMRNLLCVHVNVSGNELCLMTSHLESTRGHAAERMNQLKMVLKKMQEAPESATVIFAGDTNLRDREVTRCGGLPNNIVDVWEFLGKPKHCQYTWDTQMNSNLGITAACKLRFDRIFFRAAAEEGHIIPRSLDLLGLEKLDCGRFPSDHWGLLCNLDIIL
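test system = human TDP2 enzyme | input = TDP2 enzyme at 120 nM final | medium = 50 mM Tris-HCl pH 7.5 with Mg2+, KCl, DTT, BSA | also added = T5PNP substrate, 5 mM | times = 2 h at 37 °C | technique = epi absorbance | benchmarks = high control without enzyme, low control DMSO plus TDP2 | replication = each compound tested once, singlicate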
TCR-CD3 inh: human TCR-CD3 binding inhibition | TAMRA-labeled TCR probe fluorescence, biochemical | inhibition, % at 9.4 µM | AID 651800 | hit rate 0.37% among 360,000; in the data active = inhibition above about 19%;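 also: recombinant mutant TCR 2C K166C tagged with TAMRA read by polarization; 0% = receptor in buffer alone and 100% = receptor with positive control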
KLK7 zymogen act: activates the human kallikrein-7 zymogen | purified proKLK7, EDANS-DABCYL substrate fluorescence; 100% is mature enzyme control, 0% vehicle | AID 652039 | P49862 | hit rate 0.9% among 370,000 | activation, % at 7 µM;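 active = activation above the mean of all tested compounds plus 3 SD, computed per campaign excluding outliers beyond control limits, cut at about 13% in these data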
Target sequence (P49862 whole entry, looked up): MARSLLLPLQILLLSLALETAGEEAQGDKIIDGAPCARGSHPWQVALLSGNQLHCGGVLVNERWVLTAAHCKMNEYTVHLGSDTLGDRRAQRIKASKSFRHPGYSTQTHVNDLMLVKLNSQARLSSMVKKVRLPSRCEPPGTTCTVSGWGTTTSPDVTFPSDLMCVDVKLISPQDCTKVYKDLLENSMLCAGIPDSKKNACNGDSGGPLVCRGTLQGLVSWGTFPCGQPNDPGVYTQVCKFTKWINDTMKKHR
UHRF1 binding: human UHRF1 methylated DNA binding inhibitors | Q96T88 | UHRF1 binding to methylated oligo, TR-FRET | inhibition, % at 4.4 µM | hit rate 0.75% among 370,000 | AID 687016; in the data active = inhibition above about 21%;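 also: UHRF1 SRA domain binding a hemimethylated CpG hairpin DNA probe; 0% = median of test compound wells and 100% = reference inhibitor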
LEDGF integ inh: blocks HIV-1 LEDGF/p75-dependent DNA integration; TR-FRET IN-LEDGF/p75 DNA integration, Eu/Cy5; inhibition, % at 3.7 µM; hit rate 0.64% among 370,000; AID 743269;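 active = inhibition above the screen-wide mean plus 3 SD, cut at about 13% in these data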;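 also: signal is the Cy5 over europium emission ratio at 671 and 618 nm; 0% = plate median of compound wells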
PRMT1 inh: PRMT1 (human) inhibition, primary screen. hit rate 1.3% among 370,000. inhibition, % at 2.79 µM. AID 652257. recombinant PRMT1, activity-based probe fluorescence polarization. Q99873;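 active = inhibition above about 21% made by adding two undisclosed values, limit read from the data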
Target sequence (Q99873 whole entry, looked up): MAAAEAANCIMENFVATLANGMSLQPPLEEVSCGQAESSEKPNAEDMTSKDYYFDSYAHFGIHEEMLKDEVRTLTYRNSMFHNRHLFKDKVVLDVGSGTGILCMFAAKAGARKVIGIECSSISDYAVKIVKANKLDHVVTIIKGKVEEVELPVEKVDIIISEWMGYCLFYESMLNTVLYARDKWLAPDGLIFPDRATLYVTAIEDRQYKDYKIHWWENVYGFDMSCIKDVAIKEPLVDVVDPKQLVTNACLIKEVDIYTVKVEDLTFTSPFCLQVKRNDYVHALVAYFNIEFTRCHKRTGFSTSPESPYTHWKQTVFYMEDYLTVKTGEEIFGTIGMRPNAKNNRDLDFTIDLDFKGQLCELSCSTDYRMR
* marks the source's active call; other numbers are inactive results.

SMILES | Tn7 DDE FP | SIAE primary | DDE Tn6 FP inh | MBD2 inh | TDP2 absorb | TCR-CD3 inh | KLK7 zymogen act | UHRF1 binding | LEDGF integ inh | PRMT1 inh
Cc1noc(C)c1COC(=O)C1CC(O)CN1S(=O)(=O)c1ccc(Cl)cc1 (stereo not drawn) | 6 | 0 | 0 | 4 | 7 | -7 | 0.1 | 11 | -2 | 0
COc1ccc(-c2nnnn2C)cc1S(=O)(=O)Nc1ccc(C)cc1C | 1 | -2 | -1 | -1 | -3 | 4 | -0.1 | -1 | 1 | -7
Cc1cc(NC(=O)CCN2C(=O)C3C4CCC(C4)C3C2=O)c(C)cc1Br (stereo not drawn) | 0 | 9 | 4 | -2 | 0 | 2 | 1.0 | -2 | 5 | -3
CCN(CC(=O)Nc1ccc(NC(C)=O)cc1)C(=O)c1ccc(=O)n(C)n1 | -5 | -7 | -2 | -4 | -10 | 3 | -0.2 | -1 | 7 | -4
COc1ccccc1CNC(=O)[C@H](C)NC(=O)C1CCN(C(=O)[C@@H]2CCCN2C(=O)OC(C)(C)C)CC1 | -4 | -4 | -2 | -1 | -5 | -2 | -0.1 | 1 | 0 | -4
COc1ccc2c(c1OC)C(=O)N(c1cccc(C)c1)C2=O | 7 | -3 | 0 | -3 | 5 | -4 | 0.4 | -3 | 0 | -1
CC1Cc2ccccc2N1C(=O)CNc1ccccc1N1CCCCC1 (stereo not drawn) | -5 | -3 | -1 | 3 | -4 | 2 | 0.4 | 0 | 5 | -6
COc1ccc(N2CCN(CC(O)COCc3ccccc3)CC2)cc1 (stereo not drawn) | 8 | -9 | -3 | -3 | 3 | 0 | 0.0 | 1 | -1 | 2
Cc1nc2ccccc2c(=O)n1CCc1ccc(O)cc1 | 0 | -5 | 0 | 8 | 2 | -3 | 0.3 | 1 | 0 | 4
O=C(NNC(=O)c1ccc(-c2ccccc2)cc1)c1ccccc1 | -4 | -5 | 7 | 3 | -8 | 2 | -0.2 | 0 | -3 | 0
C=CCn1c(Cc2ccc(OC)cc2)nnc1SCc1nc2ccccc2c(=O)[nH]1 | 5 | 1 | 1 | -1 | -1 | -2 | -0.3 | 3 | -7 | -2
COCCNC(=O)CN(C(=O)Cn1nnc2ccccc21)c1ccccc1C | -1 | 10 | -2 | 2 | 2 | 4 | -0.4 | 2 | 2 | -2
CN1CCN(C(=O)CCC(=O)NCc2ccc(F)cc2)CC1 | 9 | -8 | -1 | 1 | 4 | 3 | -0.4 | -1 | -4 | 3
COc1cc(N(C)C)ccc1[C@]1(O)C(=O)N(C)c2ccc(Br)cc21 | 2 | 2 | -4 | -1 | -11 | 2 | -0.7 | -1 | 1 | 1
CN(Cc1c(C(=O)N/N=C/c2ccc(O)cc2)nnn1-c1nonc1N)c1ccccc1 | 0 | 1 | -9 | 7 | -19 | -11 | -0.2 | 1 | -8 | 6
COc1cccc(/C=N/Nc2snc(SC)c2C#N)c1O | 11 | -24 | -6 | -5 | -8 | 5 | -1.0 | -4 | -5 | 0
Cc1c(/C=N/Nc2nc3ccccc3[nH]2)c2ccccc2n1C | 2 | 40* | -14 | 0 | -17 | -8 | -3.0 | -10 | 0 | -2
Cc1ccc(NC(=O)C2CCCN2C(=O)OC(C)(C)C)cc1C (stereo not drawn) | 4 | 6 | 2 | -2 | -7 | -2 | -0.1 | 2 | 8 | -9
COCCCNC(=O)CCc1ccc(S(=O)(=O)Nc2ccc(C)cc2)cc1 | -1 | 3 | 1 | -7 | -7 | 2 | 0.6 | -1 | 3 | 0
O=c1c(C(c2nnnn2C2CCCCC2)N2CCCCC2)coc2ccc(Cl)cc12 (stereo not drawn) | 1 | -3 | 8 | -5 | 9 | 3 | 0.2 | -4 | 0 | -7
CCn1nc(C)c(Br)c1C(=O)Sc1ccccc1Cl | -4 | -4 | 0 | 2 | -1 | -1 | 0.0 | 1 | -5 | 7
COc1cc(NC(=O)Nc2nc(C(N)C(C)C)cs2)cc(OC)c1OC (stereo not drawn) | 5 | 9 | -6 | -2 | -5 | 4 | -0.1 | 1 | 0 | 0
Cc1ccc(S(=O)(=O)N2CCCOC2CNC(=O)C(=O)NCc2ccncc2)cc1 (stereo not drawn) | 5 | 0 | 0 | 2 | 2 | 7 | 0.5 | 2 | 2 | -1
O=C(CSc1ncn[nH]1)NCCc1ccc(Cl)cc1 | -14 | 6 | -5 | -5 | -10 | -6 | -0.1 | -1 | 3 | 0
CCCCc1nnc(SCC(=O)Nc2nccs2)n1CC | 0 | 0 | 4 | -3 | 0 | -3 | 0.7 | 1 | -2 | -3
Additional structures:
SMILES | Tn7 DDE FP | SIAE primary | DDE Tn6 FP inh | MBD2 inh | TDP2 absorb | TCR-CD3 inh | KLK7 zymogen act | UHRF1 binding | LEDGF integ inh | PRMT1 inh
Cc1nc(NC(=O)CN2CCOCC2)sc1-c1ccccc1 | -5 | -1 | -1 | -4 | -3 | 1 | -0.1 | -1 | -4 | -5
CCCCN1CNC(=S)N(c2ccccc2OCC)C1 | -11 | 2 | 2 | 0 | -9 | -2 | 0.1 | 4 | -1 | -2
CC(C)(C)OC(=O)[C@H](Cc1ccccc1)NC(=O)c1[nH]cnc1C(=O)Nc1ccc(Cl)cc1 | -4 | -95 | -17 | 9 | -16 | 0 | -2.8 | 2 | -1 | 7
COc1ccccc1N1CCN(Cc2ccc(O)c3ncccc23)CC1 | -9 | 5 | 7 | -7 | -6 | -1 | 0.6 | -5 | -7 | -6
Cn1ccc2c(-c3ccccc3F)cc3c(c21)C1CCC3C1 (stereo not drawn) | 9 | -3 | 5 | 3 | 5 | -11 | -1.9 | 0 | -6 | 2
COC(=O)c1ccc(OCCn2cnc3ccccc3c2=O)cc1 | 5 | 4 | -3 | -3 | -3 | 2 | 0.1 | 2 | 1 | 4
CCOC(=O)[C@]12CCCC=C1N(CCC1=CCCCC1)C(=O)[C@H](CC(=O)NCCCOC)C2 | 6 | 10 | -4 | 1 | -6 | 2 | 0.2 | -3 | -2 | -2
COCCn1c(CN2CCN(C(=O)c3ccco3)CC2)nc2c1c(=O)n(C)c(=O)n2C | 3 | -6 | -6 | 1 | -2 | 11 | -0.4 | 17 | 4 | 0
COc1ccc(/C=N/n2c(-c3n[nH]c4c3CCC4)n[nH]c2=S)cc1 | -2 | 7 | 5 | -3 | -4 | 1 | 0.3 | 1 | 3 | -3
Cc1ccccc1S(=O)Cc1ccc(C(=O)N2CCN(C3CCCCC3)CC2)o1 (stereo not drawn) | 2 | 10 | 1 | -2 | 5 | -5 | -0.5 | -3 | 1 | -2
CSc1ncccc1C(=O)OCC(=O)c1ccc(S(=O)(=O)N2CCCCC2)cc1 | -1 | -23 | -1 | 2 | -27 | 5 | -0.3 | 2 | 2 | -4
CC(C)Sc1nnc(Cn2c(=O)sc3ccccc32)n1-c1ccccc1 | 6 | -3 | 2 | -4 | -6 | -2 | 0.5 | -1 | 4 | -5
CCOc1ccccc1OCCCC(=O)Nc1nc2ccccc2[nH]1 | 6 | -3 | 0 | -4 | -9 | 11 | -0.4 | -3 | 5 | -1
CCN(CC)S(=O)(=O)c1cccc(C(=O)N[C@H](C(=O)OCC(=O)Nc2ccccc2)C(C)C)c1 | 5 | -2 | 13 | -3 | -5 | 1 | 0.2 | 2 | 1 | 5
CN1CCN(NC(=O)c2cccc(Br)c2)CC1 | -1 | 6 | -7 | -3 | -9 | 0 | -0.3 | 2 | -3 | -1
CCCCNC(=O)CSc1nnc(-c2cccc(S(=O)(=O)N3CCOCC3)c2)o1 | -8 | -3 | 2 | 1 | -10 | 3 | 0.3 | 3 | 4 | -2
CCN(CC)CC(=O)Nc1sc(C)cc1C(=O)c1ccc(C)cc1 | 2 | 6 | 2 | 0 | -8 | -19 | 0.1 | 2 | -3 | 6
CCCCOc1ccc(C(=O)N2CCC(C)CC2)cc1 | -4 | 1 | 2 | 3 | -2 | -2 | -0.5 | 2 | 1 | -3
COc1ncnc2c1N[C@@](C)(O)c1c(F)c(F)c(F)c(F)c1S2 | 4 | 0 | 0 | 3 | 7 | -3 | 0.5 | -1 | -4 | 1
CC(C)Cn1c(=O)c(CCC(=O)Nc2ccc(N3CCOCC3)cc2)nc2cc(Cl)ccc21 | 0 | 2 | -3 | -4 | -3 | 2 | 0.6 | 1 | 0 | 1
CCCc1cc(=O)[nH]c(SCC(=O)NCc2ccc3c(c2)OCO3)n1 | -5 | 11 | -6 | 3 | 11 | -1 | 0.5 | -2 | -4 | -4
COc1cc(OC)cc(-c2nnc(SCc3cccc(C(=O)O)c3)o2)c1 | -6 | -9 | 0 | 6 | -1 | 5 | 0.1 | 12 | 4 | 0
CCN(CC(=O)Nc1ccc(OC)cc1)C(=O)c1cc(S(=O)(=O)N(C)C)ccc1N1CCCC1 | 3 | 1 | 13 | 6 | 8 | -3 | 0.2 | 3 | -1 | 1
O=c1[nH]c(=S)[nH]c2nc(-c3cccs3)cc(C(F)(F)F)c12 | -2 | -6 | 2 | 2 | -2 | -1 | 5.9 | 2 | -6 | 6
N/C(=N\OC(=O)CCc1ccccc1)c1ccccc1Cl | -3 | 9 | -6 | 0 | 1 | -4 | 0.2 | -2 | 0 | -5
Remaining list, next part
SMILES | Tn7 DDE FP | SIAE primary | DDE Tn6 FP inh | MBD2 inh | TDP2 absorb | TCR-CD3 inh | KLK7 zymogen act | UHRF1 binding | LEDGF integ inh | PRMT1 inh
O=C(COc1ccc2c3c(c(=O)oc2c1)CCC3)Nc1ccccn1 | -3 | -2 | -3 | 0 | -17 | -4 | 0.1 | 7 | -2 | 2
O=C(Cc1ccccc1)NCC(=O)OC(c1ccccc1)c1ccccc1 | 0 | -3 | -4 | 0 | 1 | 4 | 1.0 | -1 | 0 | 2
CSc1cccc(CNC(=O)C2CCC(=O)N(CCCN3CCCC3=O)C2)c1 (stereo not drawn) | 5 | 4 | 3 | 4 | 5 | 8 | -0.3 | -1 | 2 | -1
CCN(CC)c1ccc(NC(=O)c2ccc(=O)[nH]c2)cc1S(=O)(=O)Nc1ccccc1OC | 2 | 1 | -5 | -6 | -8 | -6 | 0.8 | -3 | -2 | 5
O=C(N/N=C/C=C/c1ccccc1)c1cc(C2CC2)[nH]n1 | -7 | -4 | -10 | 21* | -4 | -1 | 0.0 | -2 | 0 | 1
O=C1c2ccccc2-c2c1c1ccccc1c(=O)n2-c1ccccc1 | 6 | 0 | 1 | 1 | 2 | -3 | -0.5 | 1 | -2 | 4
Cc1ccc(CNC(=O)c2cc(COc3c(F)cccc3F)on2)s1 | 1 | -12 | -11 | 7 | 1 | 0 | 0.1 | 3 | -3 | 5

Looked up by structure from above (3):
SMILES | Tn7 DDE FP | SIAE primary | DDE Tn6 FP inh | MBD2 inh | TDP2 absorb | TCR-CD3 inh | KLK7 zymogen act | UHRF1 binding | LEDGF integ inh | PRMT1 inh
Cc1nc2ccccc2c(=O)n1CCc1ccc(O)cc1 | 0 | -5 | 0 | 8 | 2 | -3 | 0.3 | 1 | 0 | 4
Cc1c(/C=N/Nc2nc3ccccc3[nH]2)c2ccccc2n1C | 2 | 40* | -14 | 0 | -17 | -8 | -3.0 | -10 | 0 | -2
CSc1ncccc1C(=O)OCC(=O)c1ccc(S(=O)(=O)N2CCCCC2)cc1 | -1 | -23 | -1 | 2 | -27 | 5 | -0.3 | 2 | 2 | -4
